# POLH inh: qHTS for Inhibitors of Polymerase Eta. hit rate 1.2% among 390,000. DNA polymerase eta (Homo sapiens), Q9Y253. Potency, µM (top dose mostly 114 µM), for inactives: top-dose activity change, negative = inhibition, usual class: inhibitors. recombinant Pol eta, fluorescent DNA replication assay. AID 588591, 2011; note: potency is the fitted concentration of half-maximal effect; % is set by controls: 0 for no effect and ±100 for the full control effect
#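 Pol eta at 10 nM preincubated with compounds 15 min at room temperature; reaction started with fluorescent substrate (50 nM final) and read kinetically at 0 and 10 min.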
# APEX1 inh: qHTS Assay for Inhibitors of the Human Apurinic/apyrimidinic Endonuclease 1 (APE1). Potency, µM (highest dose often 65.8 µM), for the others: at the top dose activity change, negative = inhibition, most hits filed as inhibitors. recombinant APE1, TAMRA/BHQ-2 abasic DNA cleavage fluorescence. DNA repair nuclease/redox regulator APEX1 (Homo sapiens), P27695. hit rate 0.35% among 350,000;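 note: potency is the fitted concentration of half-maximal effect; plate controls were vehicle for no effect and reference inhibitor for full effect; nearly all actives have a fitted effect of over 55% in size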
#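 Substrate: short duplex with […] THF abasic site, 5'-TAMRA and 3'-BHQ-2, 50 nM final. APE1 at 0.75 nM, preincubated 15 min RT with compound. Fluorescence increase from first to third read measured activity.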
# POLI inh: qHTS for Inhibitors of Polymerase Iota. DNA polymerase iota (Homo sapiens), Q9UNA4. hit rate 1% among 390,000. Potency, µM (top dose mostly 115 µM), for inactives: at the highest dose activity, negative = inhibition, most hits filed as inhibitors. Pol iota fluorescent replication assay, 10 min; note: potency is the fitted concentration of half-maximal effect
# Target sequence (Q9UNA4 whole entry, looked up): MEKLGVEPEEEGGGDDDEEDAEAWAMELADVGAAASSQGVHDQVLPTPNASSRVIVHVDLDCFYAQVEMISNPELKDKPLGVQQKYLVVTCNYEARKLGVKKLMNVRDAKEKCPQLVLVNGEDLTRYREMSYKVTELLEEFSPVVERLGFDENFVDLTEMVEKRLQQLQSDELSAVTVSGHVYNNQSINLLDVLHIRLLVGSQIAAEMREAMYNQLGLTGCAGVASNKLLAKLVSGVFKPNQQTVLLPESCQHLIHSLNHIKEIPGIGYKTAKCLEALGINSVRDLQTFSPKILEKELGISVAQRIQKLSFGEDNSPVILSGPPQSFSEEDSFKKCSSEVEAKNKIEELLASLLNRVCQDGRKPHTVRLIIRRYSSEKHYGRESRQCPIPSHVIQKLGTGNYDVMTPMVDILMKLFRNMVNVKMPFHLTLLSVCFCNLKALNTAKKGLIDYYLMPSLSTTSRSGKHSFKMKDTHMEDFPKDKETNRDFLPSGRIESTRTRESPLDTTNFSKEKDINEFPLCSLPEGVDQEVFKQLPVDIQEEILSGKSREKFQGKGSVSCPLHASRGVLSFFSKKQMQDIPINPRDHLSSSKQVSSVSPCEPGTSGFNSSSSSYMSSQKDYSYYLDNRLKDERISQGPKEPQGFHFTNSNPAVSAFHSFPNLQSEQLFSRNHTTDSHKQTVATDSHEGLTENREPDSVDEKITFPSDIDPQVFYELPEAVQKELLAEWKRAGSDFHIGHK
#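 Fluorescent replication assay read twice, at 0 min and 10 min after adding 50 nM (final) substrate. Enzyme (10 nM) and compounds were first incubated 15 min at room temperature; enzyme-free buffer wells were negative controls.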
# PGK inhibitor: qHTS Assay to Find Inhibitors of Phosphoglycerate Kinase; Phosphoglycerate kinase, glycosomal (Trypanosoma brucei brucei), P07378; PGK/GAPDH coupled, Kinase-Glo luminescence, 60 min; Potency, µM (series often up to 57.5 µM), for the others: at the highest dose activity change, negative = inhibition, hits mostly inhibitors; hit rate 0.043% among 380,000; AID 602233, 2012; note: potency is the fitted concentration of half-maximal effect; % is set by controls: 0 for no effect and ±100 for the full control effect; nearly all actives have a fitted effect of over 60% in size
#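 Recombinant glycosomal PGK reaction used 1,3-bisphosphoglycerate generated in-well by GAPDH (100nM final) in 100mM TEA pH 7.6, 5mM MgCl2, 0.01% Tween-20. After 60 minutes at room temperature, ATP was read by Kinase-Glo Plus luminescence end-point.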
# Anesthetic bind: qHTS Assay for Identification of Novel General Anesthetics; Potency, µM (doses to about 77.5 µM), without a hit: at the highest dose activity change, negative = displacement, usual class: inhibitors; hit rate 0.074% among 350,000; Ferritin light chain (Equus caballus), P02791; apoferritin/1-aminoanthracene competitive binding, fluorescence; note: potency is the fitted concentration of half-maximal effect; % is set by controls: 0 for no effect and ±100 for the full control effect; nearly all actives have a fitted effect of over 20% in size
# Target sequence (P02791 2-175 limits assumed): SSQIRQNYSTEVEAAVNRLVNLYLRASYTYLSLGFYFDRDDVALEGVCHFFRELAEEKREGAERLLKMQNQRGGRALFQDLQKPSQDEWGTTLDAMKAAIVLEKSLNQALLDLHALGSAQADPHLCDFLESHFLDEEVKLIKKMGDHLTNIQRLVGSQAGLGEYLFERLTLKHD
#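 10 uM apoferritin + 50% sat. 1-AMA, PBS; cpd 10 min RT; Ex380/Em535 endpoint; normalized to free probe vs complex; 4-param Hill fit; propofol titration as pos. ctrl.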
# Pol beta inh: qHTS Assay for Inhibitors of DNA Polymerase Beta. hit rate 1.3% among 340,000. P06746. Pol beta primer extension/strand displacement, fluorescence kinetic. Potency, µM (top dose mostly 114 µM), inactives show top-dose activity change, negative = inhibition, most hits filed as inhibitors; note: potency is the fitted concentration of half-maximal effect; % is set by controls: 0 for no effect and ±100 for the full control effect
#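 Kinetic readout of DNA synthesis with strand displacement by Pol beta. Compound and 10 nM enzyme sit 15 min at room temperature; 50 nM substrate starts the reaction, read immediately and at 10 min.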
# POLK inh: qHTS for Inhibitors of Polymerase Kappa | AID 588579, 2011 | Potency, µM (series often up to 107 µM), without a hit: at the highest dose activity, negative = inhibition, hits mostly inhibitors | hit rate 0.53% among 400,000 | purified Pol kappa, fluorescent DNA synthesis assay, 10 min | DNA polymerase kappa (Homo sapiens), Q9UBT6; note: potency is the fitted concentration of half-maximal effect; % is set by controls: 0 for no effect and ±100 for the full control effect
#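 Activity was followed as the change in fluorescence between reads at 0 and 10 min after starting the reaction with 50 nM substrate. Beforehand, 10 nM polymerase had been preincubated with compound for 15 min at room temperature.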
# RXFP1 antagonist: qHTS Assay for Antagonists of the Relaxin Receptor RXFP1; activity change, negative = inhibition, % at 57.5 µM; AID 1259400, 2018; HEK293-RXFP1, relaxin-stimulated cAMP HTRF, 30 min; active compounds read low; hit rate 0.59% among 350,000; Relaxin receptor 1 (Homo sapiens), Q9HBX9;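 active = activity change of -60% or lower, but not beyond a set lower limit; inconclusive = change between -60% and -40%, or beyond the set limit; inactive = change above -40%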; note: % is set by controls: 0 for no effect and ±100 for the full control effect
# BLM inh: qHTS Assay for Inhibitors of Bloom's syndrome helicase (BLM) | RecQ-like DNA helicase BLM (Homo sapiens), P54132 | recombinant BLM DNA unwinding, fluorescence dequenching | Potency, µM (highest dose often 56.1 µM), for inactives: at the top dose activity change, negative = inhibition, usual class: inhibitors | hit rate 0.2% among 350,000 | AID 2528, 2010;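 note: potency is the fitted concentration of half-maximal effect; plate controls were vehicle for no effect and no enzyme for full effect; nearly all actives have a fitted effect of over 35% in size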
# Numbers without * were called inactive; i = inactive; ? = inconclusive; nt = not tested or not shown; & = joins results of further samples; [ ] = remark or other dose. Unless noted, calls come from the whole dose curve; as a rule, active = well fitted curve in the direction sought with a large enough effect; inconclusive = small, poorly fitted or top-dose-only effect, or another doubt; inactive = no such curve, though single readings can be large; an effect the other way counts as inactive or inconclusive.
SMILES,POLH inh,APEX1 inh,POLI inh,PGK inhibitor,Anesthetic bind,Pol beta inh,POLK inh,RXFP1 antagonist,BLM inh
Cc1ccc(OCCn2c(=O)oc3ccc(C)cc32)cc1,-4%,-6%,1%,7%,0%,-25%,-13%,0,-11%
Cc1nc2ccc(S(=O)(=O)N(CC(=O)Nc3cccc(Cl)c3)Cc3ccccc3)cc2s1,-10%,nt,-12%,7%,-7%,13%,?,-3,-12%
CCCCCN(C(=O)NC(=O)Nc1ccccc1C)S(=O)(=O)c1ccccc1,-2%,3%,34%[activator],-2%,?,0%,-13%,-1,-4%
COc1cccc(C(=O)OC(C)C(=O)NCC2CCCCC2)c1 (stereo not given),1%,-1%,18%,2%,nt,nt,-4%,-8,nt
CCOC(=O)c1sc(NC(=O)c2ccc(C)s2)cc1C,-7%,18%,12%,0%,206%[activator],8%,-16%,-9,-6%
COc1ccc(CC(NC(C)=O)C(=O)NC2CCN(C(=O)Nc3ccccc3C)CC2)cc1OC (stereo not given),-20%,13%,32%[activator],-9%,-7%,18%,9%,8,-4%
O=C(CNS(=O)(=O)c1ccccc1F)OCC(=O)c1c[nH]c2ccccc12,-24%,12%,30%[activator],-2%,nt,nt,-12%,-5,nt
O=[N+]([O-])c1ccc(S(=O)(=O)NCC2CCCO2)cc1 (stereo not given),-11%,-3%,20%,4%,-10%,2%,-14%,-1,5%
O=C(CCNC(=O)c1ccc(Br)cc1)Nc1ccc(S(=O)(=O)N2CCOCC2)cc1,-18%,3%,59%[activator],5%,nt,nt,-10%,-7,nt
Nc1nc(NCCCN2CCOCC2)nc(Nc2ccc(F)cc2)c1[N+](=O)[O-],-29%,26%,120%[activator],0%,-8%,4%,-4%,-10,7%
O=C(O)c1cccc(NC(=S)N/N=C/c2ccccc2OCc2cccc(Br)c2)c1,20µM*,?,?,-6%,?,-19%,-11%,?,-10%
Oc1c(N=NC(=S)Nc2ccccc2F)c2ccccc2n1Cc1ccccc1Cl,-19%,-4%,45%[activator],-5%,-15%,-1%,-4%,-9,-9%
CCOC(=O)c1cc(CC)sc1NC(=O)c1cc([N+](=O)[O-])ccc1N1CCOCC1,-2%,-7%,17%,-4%,-10%,18%,-17%,-18,-1%
C/C(Cl)=C/Cc1c(C)[nH]c2ccc(C)cc2c1=O,6%,2%,12%,0%,-9%,15%,6%,-15,-4%
Cc1cc(S(=O)(=O)NCc2ccccc2)ccc1OCC(=O)NCc1cccnc1,-3%,38%,36%[activator],-3%,-12%,6%,1%,2,0%
CCOC(=O)N1CCc2c(sc(NCc3ccc(OCC)cc3)c2C(=O)Nc2ccc(OC)cc2OC)C1,nt,nt,57%[activator],nt,-20%,-1%,-4%[60.1 µM],-19,-7%
COc1ccc(C(=O)[C@H]2[C@H]3C(=O)N(c4ccc(OC(C)=O)cc4)C(=O)[C@H]3C3C=CC=NN32)cc1 (stereo not given in full),-7%,-3%,-5%,-6%,-1%,1%,0%,-11,-10%
CC/C(C)=N/Nc1nc2c(c(=O)[nH]c(=O)n2C)n1Cc1ccccc1,?,20%,16µM*,?,5%,?,-36%,-1,-14%
O=C(CSc1nnc(-c2ccncc2)n1-c1ccccc1)NCC1CCCO1 (stereo not given),-17%,8%,42%[activator],i,nt,nt,0%,6,nt
COc1ccc(CCN(Cc2cc3cccc(C)c3[nH]c2=O)C(=O)NC2CCCCC2)cc1OC,-11%,0%,26%,3%,?,-8%,-7%,-9,0%
C/C(CCc1ccc2c(c1)OCO2)=N\N=C1\NC(=O)CC(C(=O)Nc2ccc(Cl)cc2)S1 (stereo not given),-23%,0%,30%[activator],-8%,?,-1%,1%,2,-8%
CSc1nc2c(sc3ccccc32)c(=O)n1Cc1ccc(C)cc1,-16%,nt,7%,-1%,-4%,-1%,-1%[60.1 µM],nt,-2%
COC(=O)[C@@H](NC(=O)N(C1CCCCC1)C1CCCCC1)C(C)C,-11%,-2%,5%,1%,-13%,20%,-4%,-27,-2%
CC(=O)Nc1ccc(NC(=O)c2c([N+](=O)[O-])cnn2C)cc1,-11%,26%,29%,i,-8%,21%,9%,-8,-8%
CCOC(=O)c1nnn2c1nc(N1CCOCC1)c1ccccc12,-12%,?,-10%,-8%,-6%,-22%,3%,-5,3%
CCOC(=O)c1ccccc1NC(=O)CN1C(=O)CCS(=O)(=O)c2ccccc21,-5%,15%,-8%,0%,-2%,9%,-1%,-4,5%
Cc1nn(C)c(C(=O)N/N=C/c2ccc(Br)cc2)c1Cl,-19%,-2%,22%,3%,-5%,0%,-7%,-7,-3%
CC(=O)OC1CC2CCC1(C)C2(C)C (stereo not given),nt,-3%,nt,nt,6%&5%,nt,19%&4%[60.1 µM],nt,-1%&-8%
OCC1CCN(Cc2cn(Cc3ccccc3)nc2-c2cc3ccccc3o2)CC1,-14%,-1%,263%[activator],2%,-12%,3%,-4%,-26,2%
O=C(O)CSc1ccccn1,-16%,17%,?,-3%,-3%,12%,-2%,-11,3%

# Reprinted at random: 5 records from the list
SMILES,POLH inh,APEX1 inh,POLI inh,PGK inhibitor,Anesthetic bind,Pol beta inh,POLK inh,RXFP1 antagonist,BLM inh
COC(=O)[C@@H](NC(=O)N(C1CCCCC1)C1CCCCC1)C(C)C,-11%,-2%,5%,1%,-13%,20%,-4%,-27,-2%
Cc1nn(C)c(C(=O)N/N=C/c2ccc(Br)cc2)c1Cl,-19%,-2%,22%,3%,-5%,0%,-7%,-7,-3%
OCC1CCN(Cc2cn(Cc3ccccc3)nc2-c2cc3ccccc3o2)CC1,-14%,-1%,263%[activator],2%,-12%,3%,-4%,-26,2%
O=C(O)CSc1ccccn1,-16%,17%,?,-3%,-3%,12%,-2%,-11,3%
CCOC(=O)c1nnn2c1nc(N1CCOCC1)c1ccccc12,-12%,?,-10%,-8%,-6%,-22%,3%,-5,3%

# (list continues)
SMILES,POLH inh,APEX1 inh,POLI inh,PGK inhibitor,Anesthetic bind,Pol beta inh,POLK inh,RXFP1 antagonist,BLM inh
COc1ccc(/C=C/C(=O)Nc2ccc(Cl)cc2Cl)cc1,-12%,nt,15%,1%,-6%,2%,-19%,-7,0%
CCC1(C)Cc2ccccc2-c2nc(NCCCO)n(C)c(=O)c21 (stereo not given),-8%,3%,35%,i,-17%,38%[activator],-3%,3,-4%
Cc1ccc(C(=O)C[n+]2cc(-c3ccc(C)cc3)n3c2CCCCC3)cc1,2%,-7%,32%[activator],i,-14%,67%,-7%,0,-14%
CC(=O)Nc1ccc(NC(=O)CSc2nnc(-c3ccco3)n2Cc2ccco2)cc1,-13%,-2%,43%[activator],-7%,-9%,36%,6%,5,0%
CC1CCN(c2ccc(S(=O)(=O)N3CCC(C)CC3)cc2N)CC1,-31%,0%,15%,i,2%,10%,1%,-15,-3%
Nc1nonc1N1CCCCC1,-13%,-5%,9%,3%,-11%,1%,-5%,-5,-1%
COc1ccc(N2CCN(C(=O)c3cc(=O)c4ccc(C)cc4o3)CC2)cc1,1%,-6%,?,nt,-19%,3%,5%,-1,-4%
CC(=O)Nc1ccc(NC(=O)c2ccc(C)c(S(=O)(=O)Nc3cccc(C)c3)c2)cc1,-4%,6%,0%,6%,-15%,-8%,-10%,-23,-1%
CO[C@@]1(NC(=O)Cc2cccs2)C(=O)N2C(C(=O)O)=C(COC(N)=O)CS[C@@H]21,?,?,?,-11%,12%,13µM*,?,6,-8%
COc1cc(/C=C(\C#N)C(=O)NCc2cccs2)ccc1O,-12%,1%,-7%,i,-10%,-9%,-6%,-19,1%
COc1cc(S(=O)(=O)Nc2ccc3cn[nH]c3c2)ccc1Cl,1%,?,7%,-3%,-6%,-1%,-4%,18,-2%
O=C(Nc1cc(Cl)cc(Cl)c1)C1CCC(=O)N1Cc1ccccc1Cl (stereo not given),-1%,-7%,0%,-5%,-20%,2%,-3%,-1,-7%
NS(=O)(=O)c1ccc(CNC(=O)c2cc(=O)c3ccccc3o2)cc1,0%,5%,10%,-9%,-6%,35%,-19%,8,-3%
CC(C)(C)c1nc(SCC(=O)NC2CCCC2)c2ccccc2n1,-18%,61%[activator],12%,i,-12%,13%,0%,12,-6%
COc1cc(OC)c(OC)cc1CNCCSc1nnnn1-c1ccccc1,-16%,nt,53%[activator],-6%,6%,7%,-1%,1,5%
CCCc1cc(=O)oc2c(C)c(OCC(=O)NCCCN3CCOCC3)ccc12,-9%,73%[activator],34%[activator],i,-7%,23%,15%,-5,-3%
O=C(c1cccc(F)c1F)N1CCCC1,2%,8%,1%,-9%,-3%,5%,-10%,1,-1%
CCCC(=O)NC1CC(=O)N(c2ccc3c(c2)OCCO3)C1 (stereo not given),-6%,nt,9%,0%,1%,?,-3%[60.1 µM],-2,-1%
CC(C)C(c1nnnn1Cc1ccc(F)cc1)N1CCN(C(=O)c2ccco2)CC1 (stereo not given),-14%,1%,-9%,i,-12%,-6%,-5%,-10,1%
COc1ccc(OC)c(/C=C/c2ccnc3ccccc23)c1,-18%,nt,-21%&-2%,-7%,nt,nt,-11%&-17%,-8,nt
C=CCN1CCN(C(=O)c2cc3c(s2)CCC(CC)C3)CC1 (stereo not given),-4%,46%[activator],10%,-7%,-18%,7%,-18%,-6,-1%
Cc1nn(CC(=O)NCc2ccc(N(C)C)cc2)c(=O)c2nn(-c3ccccc3)c(C)c12,-27%,nt,49%[activator],-12%,?,-21%,4%,-21,-1%
O=C(NCC1CCCO1)c1cn(Cc2ccccc2Cl)nc1-c1ccccc1 (stereo not given),-17%,39%,33%[activator],i,nt,nt,2%,-4,nt

# Screening data from PubChem BioAssay.

# A portion of the library; rates above refer to the full screens.
